M4 PAM – potentiates acetylcholine response at human M4 receptor. 360,000 compounds, 0.4% hits. activation, % at 3 µM. CHO-K1 hM4/Gqi5, Fluo-8 calcium fluorescence, ACh EC20; 0% = ACh EC20, 100% = maximal ACh. P08173;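 active means activation above its plate's cutoff, the mean activation of sample wells plus 3 SD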; further: some results filed as inactive read as strong as hits
M5 PAM – positive allosteric modulators of human muscarinic M5 receptor; CHO-K1 hM5, Fluo-8 calcium, ACh EC20 PAM; 0% = ACh EC20, 100% = ACh EC100; activation, % at 3 µM; P08912; 360,000 compounds, 0.3% hits;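 active means activation above the run cutoff, the mean activation of all test compounds plus 3 SD, cut at about 18% in these data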
Target sequence (P08912 whole entry, looked up): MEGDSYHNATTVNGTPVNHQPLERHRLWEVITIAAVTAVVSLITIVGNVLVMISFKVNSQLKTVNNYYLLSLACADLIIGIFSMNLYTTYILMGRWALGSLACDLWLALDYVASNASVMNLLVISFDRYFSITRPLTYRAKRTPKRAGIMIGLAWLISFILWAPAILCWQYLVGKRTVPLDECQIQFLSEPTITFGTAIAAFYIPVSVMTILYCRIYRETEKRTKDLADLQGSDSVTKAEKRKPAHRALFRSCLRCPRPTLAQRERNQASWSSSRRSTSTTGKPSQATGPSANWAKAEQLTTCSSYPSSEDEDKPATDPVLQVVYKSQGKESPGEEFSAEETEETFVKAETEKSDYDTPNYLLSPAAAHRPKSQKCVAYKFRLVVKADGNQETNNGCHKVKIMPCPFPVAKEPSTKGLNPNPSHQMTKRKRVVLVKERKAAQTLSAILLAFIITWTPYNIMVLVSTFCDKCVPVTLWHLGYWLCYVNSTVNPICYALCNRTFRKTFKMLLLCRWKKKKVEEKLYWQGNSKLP
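Assay system: CHO-K1 hM5 cells / Incubation: Fluo-8 loading 80 min at 37 °C plus 30 min room temperature / Technique: Fluo-8 calcium dye fluorescence, kinetic read / Repeats: single replicate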
CRFBP-R2 block – antagonists of CRF-binding protein/CRF-R2 receptor complex; HEK293 CRF-R2/CRF-BP, CRF-induced calcium fluorescence; AID 588475; 350,000 compounds, 0.59% hits; inhibition, % at 11.8 µM;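 active means inhibition of the ligand-induced calcium signal above about 50% at the single tested concentration, limit read from the data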
M4 ag – CHRM4 agonism in calcium assay | activation, % at 3 µM | AID 624127 | 360,000 compounds, 0.14% hits | P08173 | CHO-K1 hM4/Gqi5, Fluo-8 calcium fluorescence; vehicle 0%, full acetylcholine response 100%;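 active means activation above the run mean over all test wells plus 3 SD, cut at about 32% in these data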;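 further: peak over basal fluorescence ratio per well then scaled between controls; 0% = DMSO wells and 100% = acetylcholine at EC100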
CHRM4 antagonist – blocks acetylcholine activation of human M4 receptor; P08173; CHO-hM4 cells, ACh EC80, Fluo-8 calcium fluorescence; inhibition, % at 3 µM; 360,000 compounds, 0.73% hits; AID 624125;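 active means inhibition above its plate's cutoff, the mean inhibition of sample wells plus 3 SD, cut at about 27% in these data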;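 further: 0% = acetylcholine EC80 with DMSO and 100% = DMSO without agonist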
CRFR2-BP ag – CRF-BP/CRF-R2 complex agonism | AID 588473 | HEK293 CRF-R2/CRF-BP, calcium dye fluorescence (FLIPR); percent of saturating CRF peptide response | 350,000 compounds, 0.46% hits | activation, % at 13.2 µM;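 active means activation of at least 50%, plus an integration ratio under a set limit after plate pattern correction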;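 further: plate controls were neutral control wells without compound for no effect and CRF at EC100 for full effect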
CHRM1 PAM – human CHRM1 positive allosteric modulation. P11229. CHO-K1 hM1, Fluo-8 calcium fluorescence, ACh EC20; 0% = ACh EC20, 100% = maximal ACh. activation, % at 3 µM. 360,000 compounds, 0.088% hits. AID 588819; in the data active means activation above about 19%, passing the limit was not always enough
Target sequence (P11229 whole entry, looked up): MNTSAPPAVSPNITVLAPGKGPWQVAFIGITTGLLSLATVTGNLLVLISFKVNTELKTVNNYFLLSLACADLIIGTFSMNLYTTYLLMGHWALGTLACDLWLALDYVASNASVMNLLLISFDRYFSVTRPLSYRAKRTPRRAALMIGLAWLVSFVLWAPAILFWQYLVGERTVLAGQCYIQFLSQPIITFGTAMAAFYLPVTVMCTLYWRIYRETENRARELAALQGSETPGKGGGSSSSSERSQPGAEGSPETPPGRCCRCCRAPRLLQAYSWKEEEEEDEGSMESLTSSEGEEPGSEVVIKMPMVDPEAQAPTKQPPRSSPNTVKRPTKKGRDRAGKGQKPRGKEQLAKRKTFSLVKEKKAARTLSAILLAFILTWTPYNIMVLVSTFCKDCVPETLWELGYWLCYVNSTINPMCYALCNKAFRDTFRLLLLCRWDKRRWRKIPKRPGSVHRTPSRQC
M5 ag – agonists of human muscarinic M5 receptor (CHRM5); CHO-K1 hM5 cells, Fluo-8 calcium fluorescence; 0% DMSO wells, 100% maximal acetylcholine response; activation, % at 3 µM; P08912; 360,000 compounds, 0.19% hits;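 active means activation above the run's mean over test compounds plus 3 SD, cut at about 23% in these data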;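 further: signal is peak over basal fluorescence ratio across the kinetic read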
M5 antag – blocks acetylcholine activation of human M5 receptor; CHO-hM5 cells, Fluo-8 calcium fluorescence, ACh EC80; AID 624040; inhibition, % at 3 µM; 360,000 compounds, 0.59% hits; P08912;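 active means inhibition above a per-plate cutoff, the mean of that plate's test compounds plus 3 SD, cut at about 27% in these data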;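 further: 0% = acetylcholine EC80 with DMSO and 100% = DMSO without agonist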
An asterisk follows results filed as active; x = not tested or not shown.

The first 2 entries (preview)
Second line of a record – M4 ag	CRFBP-R2 block	CRFR2-BP ag	CHRM4 antagonist	M5 antag	M5 PAM	M4 PAM	CHRM1 PAM	M5 ag
[1] CCN(C(=O)COC(=O)CNC(=O)c1ccc(C)cc1)c1c(N)n(Cc2ccccc2)c(=O)[nH]c1=O
→ -1	5	-0.3	5	1	1	1	10	-1
[2] CCOC(=O)C1CCCN(C(=O)c2ccc(CS(=O)(=O)c3ccc(C)cc3)o2)C1 (stereo not given)
→ 2	-5	2.5	-5	-5	-11	3	-31	22

Results, repeating the preview:
Second line of a record – M4 ag	CRFBP-R2 block	CRFR2-BP ag	CHRM4 antagonist	M5 antag	M5 PAM	M4 PAM	CHRM1 PAM	M5 ag
[1] CCN(C(=O)COC(=O)CNC(=O)c1ccc(C)cc1)c1c(N)n(Cc2ccccc2)c(=O)[nH]c1=O
→ -1	5	-0.3	5	1	1	1	10	-1
[2] CCOC(=O)C1CCCN(C(=O)c2ccc(CS(=O)(=O)c3ccc(C)cc3)o2)C1 (stereo not given)
→ 2	-5	2.5	-5	-5	-11	3	-31	22
[3] Cn1nc(-c2ccccc2)c(CSc2ccccc2)c1Cl
→ -1	6	1.1	5	-5	4	-5	8	-3
[4] O=S(=O)(NC1CCN(S(=O)(=O)c2c(F)cccc2F)CC1)c1ccc2c(c1)OCCO2
→ 6	3	0.6	-4	2	-7	0	-5	10
[5] COC(=O)c1ccc(/C=C/C(=O)OCC(=O)Nc2ncc(Cl)cc2Cl)cc1
→ 1	1	-0.4	-1	2	0	14	4	0
[6] C=CCN1C=CC(=O)CC1
→ 2	-11	2.5	4	3	1	6	16	2
[7] CC(=O)Nc1cc(NC(C)=O)ncn1
→ 1	-5	0.1	-21	4	0	5	21	0
[8] COc1ccc(CCNC(=S)N2CCN(S(=O)(=O)c3ccc(C)cc3)CC2)cc1
→ 4	-1	8.8	-9	-3	3	1	5	7
[9] CCOC(=O)NC(=O)/C(C#N)=C\c1ccccc1
→ 1	2	-0.7	-10	-4	-1	17	8	-2
[10] O=C1CC(c2ccccc2)C(C(=O)Nc2ccccc2F)N1 (stereo not given)
→ 2	16	-1.1	-6	3	-1	5	3	2
[11] O=C(NCc1ccc(F)cc1)C1CCN(S(=O)(=O)c2ccc(Cl)cc2)CC1
→ 2	17	-1.8	-11	12	1	1	8	-4
[12] CC(=O)NCCC(=O)Nc1cc(S(=O)(=O)N2CCCCC2)ccc1Oc1cccc(C)c1
→ 2	-8	-0.4	4	-7	1	-1	0	0
[13] O=C(Nc1ccc(F)c(F)c1)C1CCN(S(=O)(=O)c2cccs2)CC1
→ 19	-9	-4.5	0	17	-19	-3	-13	6
[14] CCN(CC)c1ccc(C(=O)OCC(=O)N2CCCC2)cc1
→ 1	4	-1.5	-13	-2	0	1	-6	-8
[15] CCc1nc2c(OCC(=O)c3ccc(Cl)cc3Cl)cccn2c1N(C=O)Cc1ccc(OC)cc1
→ 4	x	x	4	20	-6	1	-5	-3
[16] O=C(COc1ccc2c(-c3ccccc3)cc(=O)oc2c1)Nc1ccc(CN2CCOCC2)cc1
→ 7	-15	3.0	-1	8	-4	-8	-5	-1
[17] O=C(O)c1cc(-n2nnnc2SCc2ccc([N+](=O)[O-])cc2)ccc1Cl
→ 1	-1	1.0	8	4	4	2	11	-2
[18] Nc1c(C(=O)Nc2ccc(Cl)c(C(=O)O)c2)sc2nc3c(cc12)CCCC3
→ 0	0	1.4	-13	1	-3	5	7	-3
[19] Cc1ccc(C(=O)NNC(=O)COC(=O)COc2ccccc2C#N)cc1
→ 0	-9	0.4	11	1	11	5	16	-2
[20] O=C(Nc1ccc(NC(=O)C2CCCCC2)nc1)c1cccc(F)c1
→ 3	-12	1.6	2	3	-6	-4	0	2
[21] CC/C(=N\NC(=O)c1ccc(N(C)C)cc1)c1ccccc1
→ 1	4	0.6	-1	-6	0	16	7	-2
[22] COc1ccc(C(=O)COC(=O)c2ccc3c(c2)OCCO3)c(OC)c1
→ 2	1	0.2	3	8	-2	10	11	-1
[23] CCN1CCN(C(=S)c2ccc(Cl)c(Cl)c2)CC1
→ 1	19	1.1	14	7	-4	-7	-5	-6
[24] Cc1cccc(C(=O)NC(=S)Nc2ccc(Cc3ccncc3)cc2)c1
→ 10	-15	7.4	-11	5	-11	0	10	-1
[25] COc1cc(OC)cc(C(=O)NN2CCOCC2)c1
→ 0	-2	-0.6	0	-1	3	8	9	-4
[26] CCN(C(=O)CN1C(=O)S/C(=C\c2ccccc2Cl)C1=O)C1CCS(=O)(=O)C1 (stereo not given)
→ 0	5	-1.3	-1	4	3	-2	3	-1
[27] Brc1cccc(-c2cnco2)c1
→ 1	-4	-1.8	3	8	-3	-4	1	-2
[28] CCN(c1ccccc1)S(=O)(=O)c1ccc(OC)c(NC(=O)COc2ccc(C(C)=O)cc2)c1
→ 2	1	2.4	0	-3	2	-1	3	1
[29] CCOC(=O)/C(C#N)=C1/SC(C)C(=O)N1c1ccc(Br)cc1 (stereo not given)
→ 0	2	-0.8	2	6	4	17	8	5
[30] O=C(CSc1nc2ccccc2[nH]1)Nc1cc(C(F)(F)F)ccc1N1CCOCC1
→ 1	-16	0.2	7	5	-4	2	2	0
[31] O=C(NCCC1=CCCCC1)C1CC(=O)N(Cc2ccccc2)C1 (stereo not given)
→ 1	-6	0.1	7	8	1	-3	-1	-1
[32] CCN(CC)S(=O)(=O)c1ccc(OC)c(NS(=O)(=O)c2cccc(C(=O)O)c2)c1
→ 1	19	0.7	-1	11	2	5	8	-2
[33] COc1ccccc1NS(=O)(=O)c1cccc(C(=O)N2CCN(Cc3ccc4c(c3)OCO4)CC2)c1
→ 1	-1	4.6	-10	8	-7	4	-1	3
[34] CC(C)CCCCCCNC(=S)Nc1ccc(S(=O)(=O)N2CCOCC2)cc1
→ 11	-38	4.3	16	25	-13	-21	-11	5
[35] CCOc1ccc(-n2c(C)nc3cc(C(=O)NCCCN4CCOCC4)ccc32)cc1
→ 2	6	-0.6	1	-9	0	-3	2	-3
[36] Cc1cc(=O)[nH]c(N/N=C/c2ccc(F)cc2)n1
→ 0	-22	0.7	4	8	-6	6	7	-4
[37] CC(=O)c1sc2nc(C)cc(C)c2c1N
→ 0	10	-2.4	-5	1	-4	23	6	2
[38] CCOC(=O)c1[nH]c2ccc(OC)cc2c1NC(=O)c1cccc(OC)c1
→ 8	-15	-2.1	1	9	-25	-2	0	-1
[39] CN(C)S(=O)(=O)c1ccc(C(=O)Nc2cc(S(=O)(=O)Nc3ccccc3Cl)ccc2N2CCCCC2)cc1
→ 1	15	-1.8	6	7	-1	12	3	1
[40] NNc1ccc(Cc2ccc(Cl)cc2Cl)nn1
→ 1	-15	0.8	2	4	2	-4	1	-2
[41] O=C(O)c1cc(NC(=O)c2ccc3c(c2)C(=O)N(Cc2ccccc2)C3=O)cc(C(=O)O)c1
→ 0	8	0.6	-8	-1	2	0	3	-2
[42] O=C(OCc1c(Cl)cccc1Cl)c1ccncc1
→ 1	-92	19	9	10	-4	-3	0	0
[43] CC(C)(C)c1cc(C(C)(C)C)n(-c2ccccc2)n1
→ 1	-26	-2.7	6	3	-3	0	6	-3
[44] O=C(Cc1cccs1)N1CCN(c2ccc([N+](=O)[O-])cc2)CC1
→ 5	17	-1.5	3	3	-6	2	-6	3
[45] Cc1cc(Cl)ccc1OCC(=O)OCC(=O)NCCNC(=O)COC(=O)COc1ccc(Cl)cc1C
→ 0	2	-0.8	3	6	-5	19	13	1
[46] Cc1nn(C)c(Oc2ccc(Cl)cc2)c1C(=O)O
→ 0	61*	-0.8	5	4	-5	3	9	-2
[47] Cc1cccc(NC(=O)NNC(=O)COc2ccc(Cl)cc2)c1
→ 1	0	1.8	-5	-11	4	-2	13	0
[48] Cc1ccc(SCCCn2cncn2)cc1
→ 0	10	-0.5	-4	9	-1	0	6	-6
[49] CCOC(=O)N1CCN(C(=O)c2cc(COc3ccc(Cl)cc3OC)on2)CC1
→ 8	13	-1.4	-11	-5	0	-1	-7	3
[50] CC(=O)Nc1scc(C)c1-c1nc2ccccc2s1
→ 0	-2	-0.2	-5	10	-3	-6	4	-4

Next part
Second line of a record – M4 ag	CRFBP-R2 block	CRFR2-BP ag	CHRM4 antagonist	M5 antag	M5 PAM	M4 PAM	CHRM1 PAM	M5 ag
[51] COc1ccc(Cn2c(C(F)(F)F)ccc(C(N)=O)c2=O)cc1
→ 2	-16	0.1	-1	8	3	0	4	0
[52] COC(=O)/N=C/c1c(NCc2ccccc2)nc2c(C)cccn2c1=O
→ 1	-6	-0.7	11	8	-5	2	-1	-4
[53] Cc1noc(C)c1S(=O)(=O)N(CC(=O)O)c1ccc2c(c1)OCO2
→ 0	-2	2.7	-10	3	3	4	3	-5
[54] CC(=O)N(c1ccc(C(F)(F)F)cc1)S(=O)(=O)c1ccc(N2C(=O)CCC2=O)cc1
→ 3	13	1.2	2	3	0	5	8	1
[55] O=C(O)Cn1cc(/C=N/NC(=O)c2cc3cc(Br)ccc3o2)c2ccccc21
→ 0	7	-0.4	-5	5	6	5	10	2
[56] CC(=O)c1cccc(NC(=O)CSc2n[nH]c(-c3ccncc3)n2)c1
→ 1	11	-0.3	-8	8	8	15	3	3
[57] CCN1C(=O)/C(=C/c2cccs2)SC1=Nc1ccc(OC)cc1
→ 0	-1	-1.0	7	4	-5	-4	6	-2
[58] CCOC(=O)C1=C(C)N=C2SCCC(=O)N2C1c1sccc1C (stereo not given)
→ -2	9	-2.4	11	-2	2	3	8	-3
[59] NS(=O)(=O)c1ccc(CCNC(=O)c2cc([N+](=O)[O-])ccc2N2CCCCC2)cc1
→ 0	13	0.8	11	7	-2	-2	4	-2
[60] CC(C)C(C)NC(=O)COc1ccc([N+](=O)[O-])cc1Cl (stereo not given)
→ 3	-9	-0.5	-5	-1	7	11	0	6
[61] COc1cc(OC)cc(C(=O)NCCNC(=O)c2ccco2)c1
→ 1	17	1.6	-11	-3	-2	4	-1	-4
[62] Cc1nc2ccccc2c(=O)n1NS(C)(=O)=O
→ 0	-5	-1.1	8	0	5	1	1	-3
[63] O=C1c2cnc3ncnn3c2CC2c3ccccc3CCN12 (stereo not given)
→ 1	-2	0.4	10	-5	-4	-4	-3	0
[64] CCCCn1c(=O)[nH]c(=O)c2c1nc(-c1ccc([N+](=O)[O-])cc1)n2CC
→ 0	1	0.9	-6	-1	3	5	7	-4
